mcGAS RapidFire = inhibitors of mouse cGAS. 0.18% of 130,000 active. inhibition, % at 12.5 µM. AID 1259397. recombinant mouse cGAS, cGAMP by RapidFire MS;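 active means inhibition of cGAS enzyme activity at or above 60%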;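 further: enzyme stimulated by 45 bp dsDNA with ATP and GTP substrates; cGAMP share of summed cGAMP plus half ATP and half GTP signals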
Target sequence (Q8C6L5 whole entry, looked up): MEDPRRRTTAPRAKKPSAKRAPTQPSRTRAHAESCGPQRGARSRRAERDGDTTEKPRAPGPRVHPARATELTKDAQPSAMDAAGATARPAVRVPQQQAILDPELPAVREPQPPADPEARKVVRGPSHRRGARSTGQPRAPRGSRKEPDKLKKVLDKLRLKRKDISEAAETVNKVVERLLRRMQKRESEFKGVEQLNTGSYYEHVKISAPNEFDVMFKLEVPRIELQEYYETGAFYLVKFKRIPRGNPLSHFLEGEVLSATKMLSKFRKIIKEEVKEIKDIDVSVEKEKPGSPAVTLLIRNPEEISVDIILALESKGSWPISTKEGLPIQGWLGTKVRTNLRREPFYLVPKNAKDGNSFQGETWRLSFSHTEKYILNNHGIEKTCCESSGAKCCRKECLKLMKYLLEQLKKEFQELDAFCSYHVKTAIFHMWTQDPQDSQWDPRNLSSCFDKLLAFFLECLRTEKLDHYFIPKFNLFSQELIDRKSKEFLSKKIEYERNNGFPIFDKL
An asterisk follows results filed as active; & = joins results of further samples. The list is partial; the hit share may differ from the screen's.

compound	mcGAS RapidFire
CCCn1c(=O)c2c(=S)nc(C3CCC3)[nH]c2n(CCC)c1=O	2.9
C=CS(=O)(=O)C(C)CC(N)=O (stereo unspecified)	-2.5
Cc1ccc(NC(=O)CNC(=O)CNC2CC2)cc1	-7.4
CCc1ccc(NC(=O)NCCCn2nc(-c3ccc(C)cc3)ccc2=O)cc1	9.0
O=C(CCCN1CCCC1=O)NC1CCCN(C2CCCCCC2)C1 (stereo unspecified)	-10.3
N#Cc1cn(CC(=O)NCC(F)(F)F)c2ccccc2c1=O	-9.9
CC(=O)N(c1cccc(Cl)c1)c1nc(C=C2N=C(c3ccc(F)cc3)OC2=O)cs1	19.2
O=C1CC(c2cccc3nsnc23)c2c(nc3sccn23)CN1 (stereo unspecified)	-4.3
COc1cc(C2=N/C(=C\c3coc4c(Cl)cc(Cl)cc4c3=O)C(=O)O2)cc(OC)c1OC	0.9
CCCc1nc(C(=O)N2CCCC2c2nonc2C)cs1 (stereo unspecified)	-2.8
COc1ccc(OC)c(C2CC(c3cccnc3)=Nc3nnnn32)c1 (stereo unspecified)	-3.1
CCOc1ccc(CC(=O)N2CCN(c3ccc(NC(=O)c4ccccc4)nn3)CC2)cc1	-10.5
COc1ccc(S(=O)(=O)CCC(=O)N=c2sc3ccc(OC)cc3n2CCSC)cc1	-6.0
C=CCn1c(=O)c2c(ncn2Cc2ccccc2Cl)n(-c2cccc(F)c2)c1=O	-14.8
COc1ccc(CCN2CC(NC(=O)Nc3ccccc3OC)CC2=O)cc1 (stereo unspecified)	-11.3
Cc1ccc(C(C)(C)C)cc1S(=O)(=O)N1CCC(C(=O)NC2(C)CCS(=O)(=O)C2)CC1 (stereo unspecified)	-57.5
Cc1noc(C)c1C(=O)Nc1nnc(-c2ccc(C(C)C)cc2)s1	-1.2
CCn1cnc(NC(=O)N(C)Cc2ccc(OC)cc2)n1	-29.7
Cc1ccccc1NC(=O)c1c2c(nn1C1CCS(=O)(=O)C1)CCC2 (stereo unspecified)	-8.1
Cc1cccc2nc(C(=O)NCC(C(C)C)N3CCOCC3)cn12 (stereo unspecified)	4.5
Cc1cccc(COc2cccc(C(=O)NCC(C)(C)N3CCOCC3)c2)c1	4.4
Clc1ccc(C(Cn2ccnc2)OCc2csc3c(Cl)cccc23)c(Cl)c1 (stereo unspecified)	-1.6
COC(=O)C1(NC(=O)CCCc2ncc(-c3ccccc3)o2)CCCCC1	-0.9
CC(C(=O)NCC(F)(F)F)N1CCN(C2CC3CCC2C3)CC1 (stereo unspecified)	-5.9
CN(C)c1ccc(NC(=O)c2c3c(nn2C2CCS(=O)(=O)C2)CCC3)cc1 (stereo unspecified)	-7.5
O=C(Nc1ccc(N2CCCCC2)cc1)N(CCCO)Cc1ccncc1	-7.9
Cc1ccc(C2(O)CCN(C(=O)C(C)Cn3cccn3)CC2)nc1 (stereo unspecified)	-13.8
CSc1nc(C(=O)O)c2ccccn12	-3.7
Cc1ccc(C)c(NC(=O)CCNC(C)Cn2nc(C)cc2C)c1 (stereo unspecified)	-10.4
CCn1cc(S(=O)(=O)N2CC(c3cccnc3)C2)c(C)n1	-22.4
Cc1cccn2c(=O)nc(SCc3ccccc3)nc12	-6.8
CCOC(=O)c1nn(-c2ccccc2C)c(=O)cc1NCc1ccc(C)cc1	-5.7
Cc1nc(CN(C)Cc2cc(C(C)(C)C)ccc2O)no1	-19.1
CNC(=O)Cc1noc(-c2cc(Br)cc3ccccc23)n1	-3.6
O=c1[nH]c2ccccc2c2nnc(Cc3ccccc3)c(=O)n12	0.3
CCN1CCc2nc3ccccc3c(C(=O)NCC3CCOC3)c2C1 (stereo unspecified)	-9.7
CN(CC(=O)Nc1cc(F)cc(F)c1)Cc1cnc2ccccn12	-3.9
COc1ccc2nc(SCCO)nc(C)c2c1	-11.2
CC(C(=O)N(C)C)S(=O)(=O)c1cc2c(cc1Cl)OCCO2 (stereo unspecified)	-2.4
O=C1CC(CNCc2ccccc2-n2cccn2)c2ccccc2N1 (stereo unspecified)	-7.8
COc1cc(Cl)c(C)cc1NC(=O)CNC(c1ccc(Cl)cc1)C1CC1 (stereo unspecified)	-9.8
CC(C)C(NC(=O)N(C)CC1CCC1)c1nnc2n1CCC2 (stereo unspecified)	-13.4
COCCC1CCCCN1C(=O)c1ccccc1NCc1cccs1 (stereo unspecified)	-6.2
O=C(Nc1ccc(SCCN2CCOCC2)nn1)c1ccco1	-5.5
CCN(CC)C1CCN(C(=O)CSC(C)C(=O)Nc2cc(C)on2)C1 (stereo unspecified)	-5.4

Of the compounds above, these contain a thiophene ring, fused or not.
compound	mcGAS RapidFire
Clc1ccc(C(Cn2ccnc2)OCc2csc3c(Cl)cccc23)c(Cl)c1 (stereo unspecified)	-1.6
COCCC1CCCCN1C(=O)c1ccccc1NCc1cccs1 (stereo unspecified)	-6.2

Later entries:
compound	mcGAS RapidFire
O=c1c(C(F)(F)F)cc(C2CC2)nn1Cc1ncc(-c2ccc(F)cc2)o1	-6.5
Cc1cc(NC(=O)c2noc3c2CCCCC3)no1	-0.9
Nc1cc(=O)[nH]c(N(Cc2ccccc2)Cc2ccccc2)n1	-25.3
Cc1ccc(S(=O)(=O)N2CCN(Cc3cc4n(n3)CCNC4)CC2)cc1	-11.6
Fc1ccc(C2C3CCCc4ccccc4C3=Nc3ncnn32)cc1F (stereo unspecified)	5.5
CC(C)Cc1ccc(S(=O)(=O)Nc2ccc(C(=O)N3CCC(CO)CC3)cc2)cc1	-6.0
Cc1cc(CN(C)C(=O)c2ccc(OC3CCN(S(=O)(=O)N(C)C)CC3)cc2)on1	-4.9
COc1ccc(C2(CCN=Cc3ccc(N(C)C)cc3)CCOC(C)(C)C2)cc1 (stereo unspecified)	-3.2
CN(CC1CCCCC1)C(=O)c1cc(=O)[nH]c2ccccc12	-2.5
CCOC(=O)c1nn(-c2ccccc2C)c(=O)cc1OCc1cc(C)ccc1C	2.2
CCc1ccsc1CNC(=O)c1ccc(N2CCCCC2=O)cc1	-9.2
CC1CN(C(=O)CNc2cc3c(cc2Cl)OCCCO3)CCO1 (stereo unspecified)	-10.4
Cc1cc(OCc2ccccc2)nc(-c2ccccc2)n1	-17.7
Cc1cn2c3c(=O)n(C)c(=O)n(C)c3nc2n1CC(C)C	-5.9
CSCCCNC(=S)Nc1ccc(N2CCOCC2)cc1	-7.7
Cc1noc(C)c1CNC(=O)C1(c2ccccc2)CCCC1	-0.2
Cc1cc(C)nc(N=C(N)Nc2ccc(OCc3ccc(Cl)cc3)cc2)n1	-7.9
O=C(CCc1nnc(Cc2ccc(-c3ccccc3)cc2)o1)N1C[C@@H]2CCC[C@H]1C2	1.0
Cn1ncc([N+](=O)[O-])c1C(=O)Nc1ccc(Cl)cc1	-3.5
CCN1CCOC(CNCc2ccc(S(C)(=O)=O)cc2)C1 (stereo unspecified)	-5.4
Cc1[nH]nc(NC(=O)c2ccoc2)c1-c1cccc(Br)c1	2.5
O=C(c1ccncc1)N1N=CCC1(O)C(F)F (stereo unspecified)	6.1
O=C(Nc1cccc(C(F)(F)F)c1)c1cnc2n(c1=O)CCS2	-3.7
Cc1c(C(C)NC(=O)Cc2ccc3c(c2)OCO3)cnn1-c1ccccn1 (stereo unspecified)	-1.4
O=C(Oc1ccccc1)OC1CCOC2COC(c3ccccc3)OC21 (stereo unspecified)	-3.0
O=C(Nc1cccc(-c2cccc(Cl)c2)c1)C1CCN(C(=O)CCn2cnnn2)CC1	-5.7&-1.2
Fc1ccccc1-n1cnnc1SCc1cc2c(cc1Br)OCO2	-9.1
CCC1CN(CCC(=O)N(C)Cc2ccc(OC)c3ncccc23)Cc2cc(OC)ccc2O1 (stereo unspecified)	-5.3
C=CCn1c(=O)c2c(nc3n(-c4ccccc4F)c(C)cn23)n(C)c1=O	0.8
Cc1ccc(-c2nc(C=Nc3ccccc3Br)c(O)o2)cc1	-8.8
CC(C)CN1CCC(C2CCN(Cc3cccn3-c3nccs3)C2)CC1 (stereo unspecified)	-5.0
CCOc1ccc(Nc2nc(N3CC(C)OC(C)C3)nc(N)c2[N+](=O)[O-])cc1 (stereo unspecified)	-2.7
CCCc1nc(N2CCC(NS(C)(=O)=O)CC2)c2cnn(C)c2n1	-18.7
CC(=O)NC(NC(=S)Nc1cccc(C(=O)O)c1)C(Cl)(Cl)Cl (stereo unspecified)	-3.6
Cc1nnc(NCCC23CC4CC(CC(C4)C2)C3)c(C#N)c1C	-20.2&-14.4
Cc1ccc(C(=O)NCc2nnc(SCC(=O)Nc3ccccc3C(F)(F)F)n2-c2ccc(F)cc2)cc1[N+](=O)[O-]	-2.6
COc1ccccc1CNC(=O)CSc1ccc(NC(=O)c2cccc(F)c2)nn1	5.9
COC(=O)c1ccccc1COn1c(=O)c(C)[n+]([O-])c2ccccc21	-6.9
CC(CC1=CCCN(CC(N)=O)C1)NC(=O)/C=C/c1ccccc1 (stereo unspecified)	-10.7
O=C(c1ccoc1)n1c(-c2ccccc2)csc1=Nc1ccc(F)cc1F	-4.8
Cc1ccc(C)c(-c2[nH]ncc2CN2CCN3C(=O)CN(C)C(=O)C3C2)c1 (stereo unspecified)	-21.4
O=C(c1ccco1)N1CCC(n2ccnc2-c2ccccn2)CC1	-2.1
COc1ccc(NS(=O)(=O)N(C)C)c(OC)c1	-9.9
CCn1nnc2c(SCC(N)=O)ncnc21	-7.3
CCN1CCC(NC(=O)CN2CCCC(c3nnc4n3CCCCC4)C2)CC1 (stereo unspecified)	-7.9

As entered above.
mcGAS RapidFire with O=C(c1ccoc1)n1c(-c2ccccc2)csc1=Nc1ccc(F)cc1F → -4.8
mcGAS RapidFire with Cc1nnc(NCCC23CC4CC(CC(C4)C2)C3)c(C#N)c1C → -20.2&-14.4

Next part:
compound	mcGAS RapidFire
CCc1ccsc1C(=O)Nc1ccc(NC(C)=O)cc1Cl	-0.3
COc1ccc2cc(C(=O)C3CCCN(C(=O)c4ccoc4C)C3)ccc2c1 (stereo unspecified)	-0.5
CCOC(=O)C1(Cc2ccc(Cl)cc2)CCN(C(=O)C2CCCCCN2C)CC1 (stereo unspecified)	-8.7
Cc1nn2cc(CNC(=O)C3CCC(=O)N(Cc4ccccn4)C3)nc2s1 (stereo unspecified)	0.8
CC(=O)NCCC1=CCN(CC(=O)Nc2ccc(C)cc2)CC1	-8.9
COc1cccc(CNC(=O)CSc2ccc(NC(=O)C(C)C)nn2)c1	3.4
O=C(CCN1CCCCO1)N1CCN(C2CCCCC2)C(=O)C1	-37.6
Cc1cnc(C(=O)NC(C)c2nnc3n2CCCCC3)cn1 (stereo unspecified)	-13.8&-1.5
COCCNC(=O)Cc1ccc(NS(=O)(=O)c2cccnc2)cc1	-6.7
CCOC(=O)Cn1nc(C)c2cnn(C(C)(C)C)c2c1=O	-7.8
CCOc1ccc(Oc2ccc(S(=O)(=O)N3CCOCC3)cc2NC(=O)C2(C#N)CCCC2)cc1	-4.8
Cc1nc2c(c(NC3Cc4ccccc4C3)n1)CNC2	7.3
CC(=O)N1CCC(N(C)CCCc2cnn(C)c2)CC1	-22.6
COc1ccc2c(c1)CC(CNC(=O)C(C)Oc1ccccc1)O2 (stereo unspecified)	-2.4
CC(Sc1nnc(-c2ccc(Cl)cc2)o1)C(=O)N1CCCCCC1 (stereo unspecified)	-3.1
Cc1nc(NCCNC(=O)c2ccco2)cc(N2CCOCC2)n1	-10.2
Cc1cc(N2CCC(CO)(CC3CCCCO3)CC2)nc2ccccc12 (stereo unspecified)	-0.3
CCn1nnc2c(N3CCN(C=O)CC3)ncnc21	-10.5
Fc1ccccc1OC1OCCOC1Oc1ccccc1F (stereo unspecified)	-4.7
Cn1cc(CN2CCN(Cc3ccccc3F)C(CCO)C2)c2ccccc21 (stereo unspecified)	-4.3
CCOc1cccc(COC(=O)c2cc(C)nn2C)n1	-5.9
Cc1ccc(-n2cc(CN3CCN(Cc4ccccc4F)C(CCO)C3)cn2)cc1 (stereo unspecified)	-2.6
CCOC(=O)N1CCN(C(c2ccncc2)c2c(O)cc(C)n(Cc3ccco3)c2=O)CC1 (stereo unspecified)	-14.3
COC(CNC1CCN(C(=O)c2ccccc2)CC1)c1cccs1 (stereo unspecified)	-20.2
CN1CCc2cc(Cl)c(O)cc2[C@@H](c2ccccc2)C1	-11.2
O=S(=O)(Nc1cc(C2CC2)nn1-c1ncccn1)c1cccs1	-4.8
Cc1c(C(=O)OC(C)C)oc2c1C(=O)CC(c1ccccc1F)C2 (stereo unspecified)	-3.9
COc1cc(Cl)c(S(=O)(=O)N2CCN(c3cccc(C)c3C)CC2)cc1Cl	4.0
COc1ccc(NC(=O)c2cc(Cl)ccc2O)cc1	-3.6
CC(=O)CCc1ccc(Oc2cc([N+](=O)[O-])cc3c2C(=O)Nc2ccccc2O3)cc1	-7.6
COC(=O)C1CCN(C(=O)CC2CSc3ncc(C)c(=O)n32)CC1 (stereo unspecified)	-6.0
CNC(=O)CN(C)C1CCC(OC)CC1 (stereo unspecified)	-3.4
CC(C)C(=O)NCCNc1ccc(Nc2ccncc2)nn1	-3.2
CCCCNC(=S)N1CC2(C)CC1CC(C)(C)C2 (stereo unspecified)	4.5
COc1ccccc1Nc1nc(N)nc(CSCC(=O)N2CCCCC2)n1	-5.8
COC(=O)C(C)n1cnc2c(nnn2Cc2ccc(Cl)cc2)c1=O (stereo unspecified)	5.2
NC(=S)NNC1=C2OC[C@@H](O2)[C@@H](NNC(N)=S)C1	-14.9
CC(C)(C)n1cc(CNC2CCN(Cc3ccccc3)C2=O)cn1 (stereo unspecified)	-4.9
O=[N+]([O-])c1ccc(CON=Cc2ccc(Cl)cc2Cl)cc1	-7.4
O=c1cc(CNc2ccc(Cl)cc2F)nc2sccn12	-12.6
O=C(Cc1ccccc1Cl)NCc1cc(F)cc(F)c1	-0.7

Source: PubChem
